From PubChem
Abeta yeast res: A-beta toxicity reversal in yeast; yeast expressing A-beta42, growth rescue, OD600, 48 h; response scale: 0% DMSO, 100% iron-clioquinol control; hit rate 0.063% among 410,000; Potency, µM (titrated, usually from 46.1 µM), inactives show at the top dose growth rescue, actives largely listed as activators; further: potency means the concentration at half of the fitted maximal effect; nearly all actives have a fitted effect of over 55% in size
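Yeast A-beta toxicity model in growth medium with pinned compounds, 48 h at 30 C; growth read as absorbance at 600 nm. Normalized to FeCl3/clioquinol equimolar mix (positive) and DMSO (negative).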
EPAC1 ag: agonists of human EPAC1 | EPAC1 agonist qHTS, biochemical assay; response scale: 100% = response to 6.5 mM cAMP | AID 720707 | hit rate 0.073% among 360,000 | Potency, µM (titrated, usually from 154 µM), for inactives: at the highest dose activation, actives largely listed as activators | O95398; further: potency means the concentration at half of the fitted maximal effect; nearly all actives have a fitted effect of over 60% in size
Target sequence (O95398 whole entry, looked up): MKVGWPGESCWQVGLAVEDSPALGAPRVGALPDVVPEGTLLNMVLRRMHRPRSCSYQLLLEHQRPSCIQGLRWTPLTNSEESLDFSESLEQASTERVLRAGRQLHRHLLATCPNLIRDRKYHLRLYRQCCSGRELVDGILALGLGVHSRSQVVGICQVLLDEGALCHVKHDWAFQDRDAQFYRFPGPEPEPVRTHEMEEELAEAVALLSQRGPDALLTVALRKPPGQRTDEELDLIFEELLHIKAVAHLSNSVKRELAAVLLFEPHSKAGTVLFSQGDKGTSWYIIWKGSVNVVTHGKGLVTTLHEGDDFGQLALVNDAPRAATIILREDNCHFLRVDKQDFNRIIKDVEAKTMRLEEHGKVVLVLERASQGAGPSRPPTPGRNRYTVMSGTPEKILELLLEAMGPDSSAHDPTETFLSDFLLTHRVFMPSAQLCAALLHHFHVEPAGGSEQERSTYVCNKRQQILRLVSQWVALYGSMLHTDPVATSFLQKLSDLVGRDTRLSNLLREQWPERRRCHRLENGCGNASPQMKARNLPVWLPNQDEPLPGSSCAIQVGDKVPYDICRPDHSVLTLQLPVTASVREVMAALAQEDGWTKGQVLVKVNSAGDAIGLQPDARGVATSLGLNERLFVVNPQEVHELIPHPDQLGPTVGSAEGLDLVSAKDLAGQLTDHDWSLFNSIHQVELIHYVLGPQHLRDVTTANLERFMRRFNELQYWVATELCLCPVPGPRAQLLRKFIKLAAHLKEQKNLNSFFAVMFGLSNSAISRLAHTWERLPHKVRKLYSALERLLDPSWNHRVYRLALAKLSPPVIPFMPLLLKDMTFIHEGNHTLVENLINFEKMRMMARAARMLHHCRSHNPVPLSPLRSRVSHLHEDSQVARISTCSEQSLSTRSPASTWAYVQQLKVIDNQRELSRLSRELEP
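Nucleotide exchange by EPAC1 (100 nM) on Rap1B–BODIPY-GDP (250 nM) in the presence of 50 uM GDP is tracked fluorescently at 480/540 nm over 30 min. Signals are normalized to a 6.5 mM cAMP control.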
FUS yeast rescue: suppressors of FUS proteinopathy in yeast; AID 1347120; S. cerevisiae FUS-expressing, growth rescue, OD600, 24 h; Potency, µM (titrated, usually from 76.6 µM), without a hit: top-dose growth rescue (activation), usual class: activators; hit rate 0.24% among 390,000;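 further: potency means the concentration at half of the fitted maximal effect; plate controls were DMSO vehicle for no effect and reference control for full effect; nearly all actives have a fitted effect of over 55% in size; some results filed as inactive show a strong effect at the top dose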
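Restored growth of FUS-toxic S. cerevisiae, read as 600 nm absorbance after 24 h at 30C in galactose medium (starting OD 0.005). Controls CP55940 and DMSO.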
WRN helicase inh: WRN helicase (human) inhibition | Potency, µM (series often up to 114 µM), for the others: top-dose activity change, negative = inhibition, hits mostly inhibitors | Q14191 | WRN helicase unwinding, fluorescent forked duplex, kinetic | AID 651768 | hit rate 0.46% among 360,000; further: potency means the concentration at half of the fitted maximal effect; on the % scale 0 is the no-effect control and ±100 the full control effect; nearly all actives have a fitted effect of over 55% in size
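WRN at 20 nM final preincubated with compound 15 min at room temperature; reaction started with 100 nM fluorophore/quencher forked duplex oligonucleotide and 2 mM ATP final. Unwinding followed kinetically by red fluorescence (ex 525, em 598 nm).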
EPAC1 antag: EPAC1 (human) antagonism; O95398; EPAC1 GEF assay, Rap1b-BODIPY-GDP exchange fluorescence; Potency, µM (highest dose often 115 µM), without a hit: top-dose activity change, negative = inhibition, most hits filed as inhibitors; hit rate 0.14% among 360,000; AID 720709;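 further: potency means the concentration at half of the fitted maximal effect; plate controls were vehicle for no effect and positive control for full effect; nearly all actives have a fitted effect of over 50% in size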
IL-2 act: activates IL-2 in a cell-based reporter assay; IL-2 activation reporter assay, cell-based qHTS; stimulated with anti-CD3/CD4/CD28 beads; in transgenic mouse T cells; activation, % (series mostly up to about 46 µM); hit rate 0.065% among 360,000; AID 652025; in the data active means activation above about 50%; inconclusive means mostly about 30% to 49%; further: 0% is about no effect
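Unstimulated transgenic mouse T cells; 60-min compound exposure; bead-based TCR/CD4/CD28 stimulation; 18 h culture, 37 degrees C; dual fluorescence (EGFP, DsRed) plate cytometry.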
PI5P4K alpha inh: blocks human PI5P4K alpha kinase activity; PI5P4Kalpha enzyme, ADP-Glo luminescence, 60 min; hits give low values; hit rate 1.2% among 330,000; max response, %; P48426; active means max response of -50% or lower; inconclusive means between -30% and -50%; inactive means -30% or higher; further: value at the top dose of about 77 µM; on the % scale 0 is the no-effect control and ±100 the full control effect
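PI5P4Kalpha ADP-Glo assay; 5 microM ATP final; 60 min RT reaction; HEPES pH 7.4/EGTA/CHAPS, 5% DMSO; controls lacking substrate or enzyme; luminescent end-point.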
PLK1 PBD block: blocks phosphopeptide binding to human PLK1 polo-box domain; P53350; Plk1 PBD binding of FITC phosphopeptide, fluorescence polarization; Potency, µM, for inactives: max response, negative = inhibition, hits mostly inhibitors; hit rate 2.8% among 360,000; further: potency means the concentration at half of the fitted maximal effect; series mostly up to about 57 µM; on the % scale 0 is the no-effect control and ±100 the full control effect; nearly all actives have a fitted effect of over 65% in size
aSyn rescue: alpha-synuclein toxicity inhibition in yeast; Yeast expressing alpha-synuclein, growth rescue, BacTiter-Glo, 24 h; Potency, µM (doses to about 46.1 µM), inactives show top-dose growth rescue (activation), usual class: activators; hit rate 0.14% among 370,000; AID 652106; further: potency means the concentration at half of the fitted maximal effect; % of control where 0% means no effect; nearly all actives have a fitted effect of over 65% in size
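Rescue of yeast growth: cells expressing toxic alpha-synuclein, induced in galactose at OD600 0.02, incubated with compound 24 h at 30 C. ATP luminescence quantified growth; inhibitors of toxicity appear as activators.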
Numbers without * were called inactive; ? = inconclusive; / = not tested or not shown; [ ] = another dose, or the depositor's remark. Unless noted, the call rests on the fitted dose curve; in most records, active means well fitted curve in the direction sought with a large enough effect; inconclusive means small, poorly fitted or top-dose-only effect, or another doubt; inactive means no such curve, though single readings can be large; an effect the other way counts as inactive or inconclusive.

SMILES	Abeta yeast res	EPAC1 ag	FUS yeast rescue	WRN helicase inh	EPAC1 antag	IL-2 act	PI5P4K alpha inh	PLK1 PBD block	aSyn rescue
O=c1[nH]c2cc3ccccc3cc2nc1-c1nnnn1Cc1ccccc1	-8.8%	-2.1%	4.4%	-18.3%	5.1%	0.2	2.9	-9.7%	-0.7%
CC(=O)c1cccc(NC(=O)CN2C(=O)NC3(CCCCCCC3)C2=O)c1	8.0%	2.6%	39.8%	-0.2%	-0.8%	-0.3	/	-1.2%	-0.8%
O=C(Cn1c2ccccc2c(=O)c2ccccc21)N/N=C/c1ccc(N2CCCC2)c([N+](=O)[O-])c1	21.1%	-8.4%	17.3%	-8.8%	2.4%	1.5	-16.8	-5.1%	1.5%
CCC/C(O)=C1\C(=O)CC(C)(C)CC1=Nc1ccc(OC)cc1OC	4.7%	-8.0%	4.6%	3.3%	0.9%	-0.2	-5.5	-9.9%	-3.2%
CCC(c1nc2ccccc2[nH]1)n1c(=O)c(-c2ccco2)nc2ccccc21 (stereo unspecified)	1.2%	2.8%	18.8%	-0.1%	1.9%	0.3	?	-23.5%	-5.7%
Cc1ccc(S(=O)(=O)NCC2CCC(C(=O)NCCCN3CCCC3=O)CC2)cc1 (stereo unspecified)	1.0%	-11.8%	3.1%	0.7%	-15.8%	0.6	-9.6	?	-1.7%
CCC(C)NC(=O)Cn1cc2c(n1)CCC(C)C2 (stereo unspecified)	2.0%	-7.4%	-19.3%	3.0%	2.9%	-2.1	-0.2	-6.5%	1.5%
CCOc1ccccc1N(CC(=O)NC1CCCC1)C(=O)CNC(=O)c1cccs1	-18.6%	1.3%	7.2%	1.3%	-4.0%	-0.1	-9.7	-4.1%	4.0%
O=C(NC1CCN(Cc2ccccc2)CC1)C1CCN(S(=O)(=O)c2cccc([N+](=O)[O-])c2)CC1	-6.8%	1.8%	17.3%	3.2%	3.0%	-2.7	5.8	-20.9%	-4.8%
CCOC(=O)c1ccc(NC(=O)N2CCN(Cc3cccc(F)c3)CC2)cc1	21.9%	-8.4%	16.8%	-20.8%	8.4%	-1.9	/	-4.3%	0.9%
CN(c1ccccc1)S(=O)(=O)c1cccc(C(=O)Nc2ccc3c(c2)CCC3)c1	-1.4%	10.6%	/	-3.7%	-8.4%	0.2	-1.4	0.6%	3.8%
O=C(COC(=O)c1cc(=O)[nH]c2ccccc12)NCc1ccccc1Cl	-1.2%	7.9%	-3.9%	3.3%	-1.5%	0.1	1.4	0.8%	0.8%
CCOC(=O)CC(NC(=O)Cn1nnc(-c2ccccc2)n1)c1ccc(OC)cc1 (stereo unspecified)	-12.0%	-9.9%	9.5%	-1.0%	-2.1%	-1.8	3.3	7.1%	-2.9%
O=C1C(NS(=O)(=O)c2cccs2)=C(N2CCOCC2)C(=O)c2ccccc21	11.1%	5.6%	2.0%	-8.9%	-24.3%	-4.8	-9.9	-9.4%	3.0%
CN(C)c1ccc(CNc2nc3cc(-c4ccc(F)cc4)sc3c(=O)n2C)cc1	1.0%	2.5%	2.6%	0.8%	-4.4%	-0.1	29.0	-3.2%	-2.0%
Cc1ccc(NS(=O)(=O)c2c(C(=O)N3CCOCC3)c(C)n(C)c2C)cc1	15.8%	15.1%	1.4%	-0.5%	-11.5%	1.9	-1.0	-6.7%	-1.2%
CC(=O)NC(C(=O)c1ccccc1)C(=O)c1ccccc1	-10.9%	2.5%	/	9.9%	14.6%	0.0	0.5	-1.5%	-1.7%
CCCS(=O)(=O)Nc1cccc(-c2nc3cccnc3s2)c1	-12.4%	4.5%	-6.6%	-9.8%	-13.7%	-2.6	0.0	-3.1%	-20.9%
CCOC(=O)c1cnn(-c2ncnc3sc(C)c(C)c23)c1N	1.4%	2.1%	-9.9%	1.0%	-0.9%	-0.1	-6.0	-13.7%	-2.5%
O=C1OC(Nc2ncccn2)c2ccccc21 (stereo unspecified)	6.2%	0.0%	9.1%	2.1%	0.0%	-2.0	/	-6.8%	-0.9%
CCN1CCN(c2c(Cl)cccc2NC(=O)c2ccc3c(c2)OCCO3)CC1	2.4%	0.4%	6.8%	-6.7%	-0.4%	-0.8	1.0	-3.4%	0.2%
O=C(NCc1cccs1)c1cccc(S(=O)(=O)N2CCCCC2)c1	20.6%	3.1%	10.7%	-3.9%	0.0%	-2.7	-6.6	0.5%	-0.6%
C=CCNC(=O)COC(=O)C1CCN(S(=O)(=O)c2ccc3c(c2)OCCO3)CC1	-2.5%	-3.4%	12.7%	-28.6%	-0.6%	0.5	-20.7	-9.6%	-3.2%
Nc1cc(-c2ccc(Br)cc2)[nH]n1	-4.2%	6.8%	?	-15.1%	-6.2%	0.5	-4.1	0.6%	-7.0%
COc1ccc(CCNC(=O)c2ccc(-c3ccc([N+](=O)[O-])cc3Cl)o2)cc1	7.0%	-0.2%	11.1%	-0.9%	4.2%	-0.5	-9.3	1.6%	15.9%
Cc1ccc(C(=O)Nc2cccc(C(=O)NC3CCCCC3)c2)cc1	-5.4%	-5.9%	-7.0%	4.2%	-29.9%	-2.9	4.0	-2.2%	1.2%
CC(=O)N1N=C(c2ccc(C)cc2)OC1c1ccc(C)cc1 (stereo unspecified)	-4.8%	12.5%	4.7%	10.7%	4.0%	-2.1	0.1	-5.1%	-2.8%
C=CCN1C(=NC(=O)CC)SC2CS(=O)(=O)CC21 (stereo unspecified)	-7.3%	2.4%	-5.2%	-11.3%	7.7%	-1.6	/	0.9%	8.4%
COc1ccc(C(=O)/C(=C/N(C)C)S(=O)(=O)c2ccccc2)cc1	-11.1%	-1.9%	21.1%	1.3%	-5.1%	2.0	2.6	-6.1%	-3.8%
O=S(=O)(Nc1ccccc1N1CCCCC1)c1ccc(F)cc1F	-28.0%	18.7%	3.1%	2.7%	-21.5%	-3.9	-0.7	-22.9%	-9.9%
COc1ccc([N+](=O)[O-])cc1NC(=O)COC(C)=O	-7.1%	1.9%	-20.8%	10.3%	-5.8%	-0.2	2.2	3.5%	-3.5%
COc1ccc(NC(=O)c2ccc(F)c(F)c2)c2ccccc12	-39.4%[inhibitor]	-1.0%	22.0%	-2.4%[57.1 µM]	1.2%	-0.4	-1.7	3.1%	0.6%
COc1ccc(C2C=C(c3ccccc3)Nc3nc(CCCO)nn32)cc1 (stereo unspecified)	1.1%	5.3%	34.6%	2.7%	13.2%	3.7	/	-14.0%	7.7%
CCOc1ccccc1N(CC(=O)Nc1ccc(S(=O)(=O)N2CCOCC2)cc1)S(C)(=O)=O	-0.9%	6.8%	-8.5%	-0.5%	1.4%	-0.7	-11.7	-3.3%	0.1%
c1ccc(SCCN2CCc3ccccc3C2)cc1	4.1%	-4.6%	-30.5%	-8.2%	-21.6%	-0.6	-1.2	-12.8%	-3.1%
Cc1ccc(NC(c2ccccc2)c2nc3ccccc3[nH]c2=O)cc1 (stereo unspecified)	-2.0%	-0.7%	-12.6%	-2.0%	10.8%	0.4	-1.7	11.8%	4.4%
O=C(Nc1ccc(C(=O)N2CCOCC2)cc1)Nc1cccc(C(F)(F)F)c1	5.9%	-1.5%	/	-14.1%	-0.6%	-3.1	-1.7	3.2%	-1.1%
COc1ccc(CNC(=O)COc2ccc(S(=O)(=O)N3CCCCC3)cc2)cc1	-16.4%	-15.6%	/	-9.7%	7.5%	-5.2	6.5	0.4%	-0.7%
Cc1c(C)c2ccc(OCC(=O)Nc3ccccc3C(N)=O)cc2oc1=O	11.8%	-5.9%	-14.6%	0.7%	4.6%	-0.1	-1.2	1.9%	1.9%
Cc1c(NS(=O)(=O)c2cc(C(=O)OCC(=O)N3CCC(C)CC3)ccc2Cl)c(=O)n(-c2ccccc2)n1C	2.2%	-4.3%	13.6%	3.7%[57.1 µM]	-4.0%	-2.7	13.0	5.9%	-0.6%
O=C(CSc1ccccc1)Nc1ccc(N2CCOCC2)cc1	-0.8%	-0.3%	?	-0.2%	12.0%	-0.8	/	-6.2%	-1.4%
CCN(CC(=O)Nc1ccc(NC(C)=O)cc1)C(=O)/C=C/c1cn(-c2ccccc2)nc1-c1ccc(F)cc1	1.3%	5.6%	-4.2%	3.9%	-11.2%	-1.8	8.1	-1.9%	1.2%
CCc1cccc(C)c1NC(=O)c1ccoc1C	-15.8%	8.1%	35.7%	0.8%	0.7%	-0.1	/	-14.3%	4.7%
CC(C)CC(NC(=O)C(Cc1ccc(OCc2ccccc2)cc1)NC(=O)OC(C)(C)C)C(N)=O (stereo unspecified)	8.3%	-32.4%[inhibitor]	38.3%	17.0%[57.1 µM]	-10.6%	-0.5	-1.2	-3.9%	13.0%
CC1CCCN(S(=O)(=O)c2cccc([N+](=O)[O-])c2)C1 (stereo unspecified)	-1.0%	0.8%	-3.8%	-2.7%	-4.5%	-0.2	2.5	-2.9%	5.1%
Cc1c(C(=O)NN)nn(-c2ccc(Cl)cc2)c(=O)c1C#N	8.0%	1.1%	?	-0.9%	9.7%	-0.4	-19.1	-3.5%	-6.4%
COC(=O)c1cc(S(=O)(=O)NCCc2ccc(Cl)cc2)c[nH]1	12.0%	-5.0%	-23.3%	-6.5%	-4.1%	0.7	6.6	7.2%	1.9%
COc1ccccc1CNC(=O)C/C(C)=N/NC(=O)COc1ccc(C)cc1Br	-4.1%	1.2%	/	-5.1%	-21.7%	-3.5	-7.8	-5.0%	-5.9%

One compound at a time, as listed above. Screens in order: Abeta yeast res | EPAC1 ag | FUS yeast rescue | WRN helicase inh | EPAC1 antag | IL-2 act | PI5P4K alpha inh | PLK1 PBD block | aSyn rescue
Record of CCc1cccc(C)c1NC(=O)c1ccoc1C → -15.8% | 8.1% | 35.7% | 0.8% | 0.7% | -0.1 | / | -14.3% | 4.7%
Record of COC(=O)c1cc(S(=O)(=O)NCCc2ccc(Cl)cc2)c[nH]1 → 12.0% | -5.0% | -23.3% | -6.5% | -4.1% | 0.7 | 6.6 | 7.2% | 1.9%
